Screening data deposited in PubChem BioAssay by National Center for Advancing Translational Sciences (NCATS).
RXFP1 antag = RXFP1 (human) relaxin receptor antagonism; Q9HBX9; HEK293-RXFP1, relaxin-stimulated cAMP HTRF, 30 min; hits give low values; activity change, negative = inhibition, % at 57.5 µM; 350,000 tested, 0.59% active;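 active = activity change of -60% or lower, but not beyond a set lower limit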; also: % is scaled to controls: 0 for no effect and ±100 for the full control effect
TRHR agonist = activates the human TRH receptor. P34981. TRHR cells, calcium flux fluo-8, FDSS agonist mode. activation, % at 2 µM. 360,000 tested, 0.18% active. AID 493084; also: 0% is about no effect
Target sequence (P34981 whole entry, looked up): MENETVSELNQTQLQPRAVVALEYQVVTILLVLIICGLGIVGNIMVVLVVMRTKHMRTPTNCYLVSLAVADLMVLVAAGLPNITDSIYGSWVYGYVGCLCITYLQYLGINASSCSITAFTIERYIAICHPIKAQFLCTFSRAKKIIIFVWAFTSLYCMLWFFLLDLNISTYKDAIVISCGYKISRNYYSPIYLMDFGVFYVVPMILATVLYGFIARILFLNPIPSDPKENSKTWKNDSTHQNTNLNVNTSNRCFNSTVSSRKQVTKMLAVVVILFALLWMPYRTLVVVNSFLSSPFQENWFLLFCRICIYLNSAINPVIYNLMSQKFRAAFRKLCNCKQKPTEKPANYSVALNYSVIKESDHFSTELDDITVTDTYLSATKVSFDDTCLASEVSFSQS
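TRHR-expressing cells, plated overnight in medium with 10% serum, were loaded with fluo-8 calcium dye at room temperature. After a 10 s baseline, library compound was pin-added and calcium release was recorded kinetically (ex 480/em 530) as agonist response.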
D1 antag = human D1 dopamine receptor antagonism. P21728. HEK293 TREx D1 cells, calcium flux, dopamine EC80; hits give low values. activity change, negative = inhibition, % at 10 µM. 360,000 tested, 3.2% active. AID 504652; in the data active = activity change below about -30%; also: % is scaled to controls: 0 for no effect and ±100 for the full control effect
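Antagonism measured as reduced calcium response to an EC80 dopamine addition following 180 s compound pre-read; cells were inducible HEK293 Trex D1 plated overnight at 30 C, read kinetically at 1 cycle/sec.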
D2 potentiator = positively modulates the human D2 dopamine receptor allosterically; P14416; HEK293 T-REx D2, calcium flux, EC20 dopamine potentiation; potentiation, % at 10 µM; 340,000 tested, 0.34% active;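 active = potentiation over 3 SD above the plate norm, cut at about 30% in these data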; also: 0% is about no effect
Target sequence (P14416 whole entry, looked up): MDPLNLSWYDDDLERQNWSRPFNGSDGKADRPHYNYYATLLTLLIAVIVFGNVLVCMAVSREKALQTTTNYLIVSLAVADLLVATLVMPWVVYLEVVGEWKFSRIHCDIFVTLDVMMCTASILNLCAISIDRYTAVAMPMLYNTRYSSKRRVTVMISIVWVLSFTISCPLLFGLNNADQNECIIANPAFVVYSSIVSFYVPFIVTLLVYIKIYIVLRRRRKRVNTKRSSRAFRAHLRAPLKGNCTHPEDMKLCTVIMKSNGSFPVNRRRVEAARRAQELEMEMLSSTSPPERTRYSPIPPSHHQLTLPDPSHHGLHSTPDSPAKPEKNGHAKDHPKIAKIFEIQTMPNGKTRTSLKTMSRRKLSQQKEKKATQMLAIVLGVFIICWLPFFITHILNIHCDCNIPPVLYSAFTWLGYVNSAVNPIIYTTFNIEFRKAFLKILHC
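Potentiation of an EC20 dopamine calcium response measured kinetically over 180 s, after a preceding 180 s compound-only read flagging agonists. Cells: inducible Hek293 Trex D2 line, 4000/well, cultured overnight at 30 C before dye loading.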
D1 potentiator = enhances dopamine response at the human D1 receptor. P21728. HEK293 TREx D1 cells, calcium flux, dopamine EC20 potentiation. potentiation, % at 10 µM. 360,000 tested, 0.036% active; in the data active = potentiation above about 30%; also: 0% is about no effect
D2 ag = agonists of human D2 dopamine receptor; P14416; HEK293 T-REx D2 cells, calcium flux agonist mode; activation, % at 2 µM; 340,000 tested, 0.53% active; AID 485358;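 active = activation over 3 SD above normal in the single-dose calcium agonist read, cut at about 30% in these data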; also: 0% is about no effect
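Agonism is scored from calcium flux in a force-coupled, inducible HEK293 cell line expressing D2, read kinetically for 180 s after compound addition against dopamine controls.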
D2 antagonist = antagonists of human D2 dopamine receptor; P14416; inhibition, % at 10 µM; HEK293 TREx D2 cells, calcium flux, dopamine EC80; 340,000 tested, 2% active; in the data active = inhibition above about 30%; also: 0% is about no effect
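Antagonism is scored as inhibition of an EC80 dopamine-evoked calcium signal in a force-coupled, tetracycline-inducible HEK293 T-REx D2 line, with compound present 180 s before agonist.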
TRHR enhancer = TRH receptor (human) allosteric enhancement; P34981; TRHR cells, fluo-8 calcium fluorescence, EC20 TRH enhancement; enhancement, % at 2 µM; 360,000 tested, 0.66% active; in the data active = enhancement above about 30%; also: 0% is about no effect
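Enhancer read-out: after compound pinning and an initial kinetic agonist-mode read, an EC20 of TRH (10 nM final) was injected and fluo-8 calcium signal (Ex 480/Em 530) followed at 1 s/cycle for 100 cycles in TRHR-expressing cells.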
D1 ag = human D1 receptor agonism; P21728; HEK293 T-REx D1 cells, calcium flux, agonist mode; activation, % at 2 µM; 360,000 tested, 1% active; AID 504660; also: 0% is about no effect
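Inducible HEK293 T-REx D1 cells, force-coupled to calcium signalling, were plated at 4000 cells/well with tetracycline and held overnight at 30 C. After no-wash calcium dye loading, compound-evoked calcium rise over 180 s flagged agonists.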
An asterisk follows results filed as active; x = no result given. Rule as the data show it, unless noted: active = activation above about 30%; inactive = the rest.

SMILES	RXFP1 antag	TRHR agonist	D1 antag	D2 potentiator	D1 potentiator	D2 ag	D2 antagonist	TRHR enhancer	D1 ag
Cc1ccc(=O)n(C(C(=O)NCc2ccco2)C(=O)c2ccc(F)cc2)c1 (configuration not stated)	2	0.7	3	-9	0	1.2	9	0	2
CC(C)CC1C(C#N)=C(N)Oc2n[nH]c(-c3ccccc3)c21 (configuration not stated)	-12	-1.5	-21	5	-4	-1.9	8	0	0
COc1ccc(CNC(=O)CCC(=O)Nc2nnc(CC(C)C)s2)cc1	-7	-0.2	-6	x	-4	x	x	-12	1
Cc1ccc(NS(=O)(=O)c2ccc(OCC(=O)NCc3ccco3)cc2)cc1	0	0.4	1	x	9	x	x	5	9
Cn1nc(-c2ccc(N3CCCCC3)c(NC(=O)c3ccco3)c2)c2ccccc2c1=O	5	-0.1	3	8	-7	-0.4	7	-2	2
CCOc1ccc(N2C(=O)CC(N3CCN(c4ccccc4F)CC3)C2=O)cc1 (configuration not stated)	-1	0.0	4	-6	-3	0.2	-11	1	0
CCN(CC)c1ccc(S(=O)(=O)N2CCCCC2)cc1NC(=O)CN1C(=O)NC2(CCCC2)C1=O	-12	-0.3	-1	6	8	x	x	-13	6
Cc1ccc(Oc2c(C)nc(-c3ccccc3)[nH]c2=O)cc1	-6	1.9	-7	-9	-2	1.3	5	4	4
CCCOc1ccc(C(=O)Nc2ccc(S(=O)(=O)NC3=NCCCCC3)cc2)cc1	-17	-0.1	10	-5	1	0.2	-13	10	1
O=C(NCC1CCCO1)C1CCC(CNS(=O)(=O)c2ccccc2)CC1 (configuration not stated)	-10	1.1	-3	x	-4	-3.2	21	-3	1
CC(CN1CCCCC1)OC(=O)c1ccc2c(c1)OCO2 (configuration not stated)	11	0.2	-12	-18	0	-0.9	9	3	3
CC1CCCC(NC(=O)CCC(=O)NCc2ccccc2)C1C (configuration not stated)	7	-0.2	6	4	5	-0.3	10	-5	1
O=C(Nc1ccccc1)N1CCN(C2c3ccccc3-c3ccccc32)CC1	-12	1.3	6	1	-2	3.1	-15	1	35*
Cc1ccccc1-n1c(=O)cc(N2CCc3ccccc3C2)[nH]c1=O	-15	1.6	4	5	9	0.3	9	29	1
CCOC(=O)C(=O)CC(=O)c1ccc2c(c1)OCCO2	7	0.4	-13	13	-2	0.8	-26	-8	1
CCCC(=O)N(CC(=O)Nc1sc(C)c(C)c1C(N)=O)Cc1ccccc1	5	0.5	3	9	-5	0.5	-10	-5	0
CCN(CC)CCNC(=O)c1ccc(NC(=O)Nc2cccc3ccccc23)cc1	-16	0.9	-7	1	-6	-0.4	3	0	3
CCN(CC)C(=O)CSc1nc2c(sc(=S)n2-c2ccccc2)c(=O)n1-c1ccccc1OC	-20	0.3	-6	2	-1	-2.6	-1	-13	1
CCN(CC)S(=O)(=O)c1cccc(-c2nnc(SCC(=O)NC3CCCCCCC3)n2N)c1	33	0.4	x	-6	-4	1.3	19	1	1
CCC(=O)Nc1ccc(S(=O)(=O)Nc2ccccn2)cc1	-15	1.5	-1	3	6	-0.6	-9	0	5
CN1CCN(CCCNC(=O)c2cnn(-c3ccccc3)c2C2CCN(C(=O)OC(C)(C)C)CC2)CC1	-10	-1.0	1	-19	2	1.1	x	-6	0
Cc1ccc(C)c(N2CCN(S(=O)(=O)c3ccc(-c4cc(C)no4)s3)CC2)c1	-1	1.1	-7	-7	3	0.9	-4	-4	5
CCOC(=O)c1nc(Nc2ccc(Nc3ccccc3)cc2)c2ccccc2n1	-11	-0.8	-2	x	-3	-0.1	9	12	2
CCc1nnc(NC(=O)c2ccc(Br)c(S(=O)(=O)N3CCOCC3)c2)s1	-5	0.0	0	-10	1	-1.5	-5	3	1
CC(OC(=O)c1cccnc1Cl)C(=O)NCc1ccccc1 (configuration not stated)	-23	0.0	0	8	-3	0.4	13	5	0

Laid out differently: entries from further up
Structure | RXFP1 antag | TRHR agonist | D1 antag | D2 potentiator | D1 potentiator | D2 ag | D2 antagonist | TRHR enhancer | D1 ag
O=C(NCC1CCCO1)C1CCC(CNS(=O)(=O)c2ccccc2)CC1 (configuration not stated) | -10 | 1.1 | -3 | x | -4 | -3.2 | 21 | -3 | 1
CC(CN1CCCCC1)OC(=O)c1ccc2c(c1)OCO2 (configuration not stated) | 11 | 0.2 | -12 | -18 | 0 | -0.9 | 9 | 3 | 3
CC1CCCC(NC(=O)CCC(=O)NCc2ccccc2)C1C (configuration not stated) | 7 | -0.2 | 6 | 4 | 5 | -0.3 | 10 | -5 | 1
O=C(Nc1ccccc1)N1CCN(C2c3ccccc3-c3ccccc32)CC1 | -12 | 1.3 | 6 | 1 | -2 | 3.1 | -15 | 1 | 35*
Cc1ccccc1-n1c(=O)cc(N2CCc3ccccc3C2)[nH]c1=O | -15 | 1.6 | 4 | 5 | 9 | 0.3 | 9 | 29 | 1
CCOC(=O)C(=O)CC(=O)c1ccc2c(c1)OCCO2 | 7 | 0.4 | -13 | 13 | -2 | 0.8 | -26 | -8 | 1
CCCC(=O)N(CC(=O)Nc1sc(C)c(C)c1C(N)=O)Cc1ccccc1 | 5 | 0.5 | 3 | 9 | -5 | 0.5 | -10 | -5 | 0
CCN(CC)CCNC(=O)c1ccc(NC(=O)Nc2cccc3ccccc23)cc1 | -16 | 0.9 | -7 | 1 | -6 | -0.4 | 3 | 0 | 3
CCN(CC)C(=O)CSc1nc2c(sc(=S)n2-c2ccccc2)c(=O)n1-c1ccccc1OC | -20 | 0.3 | -6 | 2 | -1 | -2.6 | -1 | -13 | 1
CCN(CC)S(=O)(=O)c1cccc(-c2nnc(SCC(=O)NC3CCCCCCC3)n2N)c1 | 33 | 0.4 | x | -6 | -4 | 1.3 | 19 | 1 | 1
CCC(=O)Nc1ccc(S(=O)(=O)Nc2ccccn2)cc1 | -15 | 1.5 | -1 | 3 | 6 | -0.6 | -9 | 0 | 5
CN1CCN(CCCNC(=O)c2cnn(-c3ccccc3)c2C2CCN(C(=O)OC(C)(C)C)CC2)CC1 | -10 | -1.0 | 1 | -19 | 2 | 1.1 | x | -6 | 0
Cc1ccc(C)c(N2CCN(S(=O)(=O)c3ccc(-c4cc(C)no4)s3)CC2)c1 | -1 | 1.1 | -7 | -7 | 3 | 0.9 | -4 | -4 | 5
CCOC(=O)c1nc(Nc2ccc(Nc3ccccc3)cc2)c2ccccc2n1 | -11 | -0.8 | -2 | x | -3 | -0.1 | 9 | 12 | 2
CCc1nnc(NC(=O)c2ccc(Br)c(S(=O)(=O)N3CCOCC3)c2)s1 | -5 | 0.0 | 0 | -10 | 1 | -1.5 | -5 | 3 | 1
CC(OC(=O)c1cccnc1Cl)C(=O)NCc1ccccc1 (configuration not stated) | -23 | 0.0 | 0 | 8 | -3 | 0.4 | 13 | 5 | 0

(continued)
SMILES	RXFP1 antag	TRHR agonist	D1 antag	D2 potentiator	D1 potentiator	D2 ag	D2 antagonist	TRHR enhancer	D1 ag
COc1cccc(C2=NOC(C(=O)NCC3CCCO3)C2)c1 (configuration not stated)	3	-0.3	42	-3	0	0.6	20	-4	3
Cc1n[nH]c(=O)c2c1nnn2Cc1ccccc1Cl	-4	-0.2	-51*	-7	-7	-0.1	58*	-25	0
COc1ccc(OC)c(NC(=O)CN(C)S(=O)(=O)c2ccc(C(=O)N3CCOCC3)s2)c1	x	-0.5	-3	1	1	0.1	x	-1	2
CC(C)(C)NC(=O)c1cccc(NC(=O)Cc2ccc(Br)cc2)c1	x	0.5	-14	-6	-2	0.2	12	-2	11
Nc1nc(SCc2ccccc2)c2[nH]cnc2n1	7	0.4	0	2	-4	0.2	2	19	3
COc1ccc(CNC(=O)CNC(=O)c2sc3ccccc3c2Cl)cc1OC	-10	0.0	3	-7	-3	0.5	1	-2	1
CN(Cc1cnccn1)Cc1c(C(=O)N2CCc3ccccc3C2)nc2ccc(Cl)cn12	1	0.2	4	-6	6	0.9	11	-2	2
CC1CCN(c2nc3ccc(C(=O)N4CCN(Cc5ccc6c(c5)OCO6)CC4)cc3s2)CC1	x	-1.4	-31*	20	x	-0.6	3	5	3
CC(C)CC(=O)CN1C(=O)C2(OCCO2)c2ccccc21	1	-0.1	6	-8	8	0.1	3	2	-4
CCN(C(=O)Cn1nc(C)n2c(cc3cc(C)ccc32)c1=O)c1ccccc1	-24	-0.6	-43*	2	-6	0.0	2	1	1
COc1ccc2cc(C(=O)C3CCCN(C(=O)c4sc(C)nc4C)C3)ccc2c1 (configuration not stated)	7	-0.2	0	x	2	x	x	7	8
COc1ccc(C(C)=O)cc1CC(=O)Nc1ccccc1-c1ccccc1	10	-0.3	31	31*	2	-1.1	-4	-4	-3
CN(CC(=O)N1CCN(c2ccccn2)CC1)S(=O)(=O)c1ccc(Br)cc1	-24	-0.2	-3	10	-9	1.2	-3	2	3
Cc1ccc(Oc2ccccc2/C=N/O)cc1	-4	-0.3	9	2	-5	-4.7	-19	1	0
Cc1ccc(SCCC(=O)OCn2nnc3ccccc3c2=O)cc1	0	-2.4	1	6	4	-1.1	-21	-7	6
O=C(CSc1nnc(-c2ccccn2)o1)Nc1cccc(Cl)c1	-3	-0.2	1	3	-8	-0.5	0	12	3
CN(C)C=NC(=O)c1[nH]c2ccc(Cl)cc2c1-c1ccccc1	-16	-0.6	1	8	-5	0.5	0	-3	10
CC(C)[C@H](NC(=O)NCCc1ccc(Cl)cc1)C(=O)O	27	0.5	-2	-11	-6	-0.1	17	-7	2
O=c1c2ccccc2nc(SCc2nc3ccccc3s2)n1Cc1ccco1	-1	1.2	-26	2	1	x	x	0	7
COc1ccc(CNCC(O)(c2ccc(Cl)cc2)c2ccc(Cl)cc2)cc1OC	-17	2.6	-4	-13	-6	1.6	0	-4	6
CCOC(=O)c1[nH]c(C)c(C(=O)Nc2ccc(C)cc2C)c1C	-11	-0.5	-15	5	-3	-0.6	-8	-1	0
CN(Cc1ccccc1)C(=O)COC(=O)c1cc(Cl)nc(Cl)c1	-1	-1.0	-5	2	-6	0.4	-8	9	0
Cc1ccc(C(=O)Nc2ncc(Cc3ccc(SC(F)F)cc3)s2)cc1	x	1.2	13	14	-2	0.6	-6	-3	10
Cc1[nH]nc(-c2ccc(O)cc2O)c1Oc1ccccc1	-2	0.9	-24	-6	-3	1.1	-28	-6	5
CCCCNC(=O)CCCCCn1c(=O)[nH]c2ccccc2c1=O	-9	0.4	-13	12	-2	0.6	x	-6	3
CCC(C(=O)Nc1ccc(C(=O)OC)cc1)n1nc(-c2ccc(C)c(C)c2)ccc1=O (configuration not stated)	-14	-0.7	2	-6	0	-1.5	x	10	13
Cc1ccc2cc3cc(C(=O)NCCCN4CCc5ccccc5C4)oc3nc2c1	-2	1.2	-3	-21	-1	0.1	-32	3	1
COc1ccc(CN2CCOCCOCCOCCOCC2)cc1	-21	0.5	10	-2	-2	0.5	-14	7	2
